# PostGolgi yeast: growth inhibition of a yeast mutant, post-Golgi transport screen; post-Golgi transport phenotypic cell assay; inhibition, % at 10 µM; 98,000 compounds, 0.9% hits;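 further: yeast cells grown in 1536-well plates; yeast grown about 18 h at 30C before absorbance read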
# Rev-RRE block: HIV Rev-RRE protein-RNA interaction inhibition; AID 704; P05866; 97,000 compounds, 0.79% hits; Rev peptide-RRE RNA binding, FRET; inhibition, % at 8 µM;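 active means inhibition above the screen-wide mean plus 3 SD, cut at about 35% in these data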;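 further: 0% = median DMSO wells and 100% = median Neomycin B control wells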
# Target sequence (P05866 whole entry, looked up): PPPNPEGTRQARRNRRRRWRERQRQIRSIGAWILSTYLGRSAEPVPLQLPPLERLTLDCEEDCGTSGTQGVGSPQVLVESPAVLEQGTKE
#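 Material: labelled RRE RNA duplex and labelled Rev peptide / Buffer or medium: HEPES pH 7.5 salt buffer with EDTA / Compound dosing: single point, 8 µM final nominal compound concentration / Benchmarks: DMSO low control, neomycin B high control / Timing: 5 min preincubation and 15 min binding, 25 °C / Technique: FRET fluorescence readout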
# LYP act: LYP (human) phosphatase activation; 96,000 compounds, 0.11% hits; AID 697; activation, % at 2 µM; recombinant LYP, DiFMUP fluorescence; 0 = plate median, 100 = signal doubled;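 active means activation at 2 µM above a set limit, the mean plus 5 SD, cut at about 37% in these data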
# Target sequence (Q9Y2R2 whole entry, looked up): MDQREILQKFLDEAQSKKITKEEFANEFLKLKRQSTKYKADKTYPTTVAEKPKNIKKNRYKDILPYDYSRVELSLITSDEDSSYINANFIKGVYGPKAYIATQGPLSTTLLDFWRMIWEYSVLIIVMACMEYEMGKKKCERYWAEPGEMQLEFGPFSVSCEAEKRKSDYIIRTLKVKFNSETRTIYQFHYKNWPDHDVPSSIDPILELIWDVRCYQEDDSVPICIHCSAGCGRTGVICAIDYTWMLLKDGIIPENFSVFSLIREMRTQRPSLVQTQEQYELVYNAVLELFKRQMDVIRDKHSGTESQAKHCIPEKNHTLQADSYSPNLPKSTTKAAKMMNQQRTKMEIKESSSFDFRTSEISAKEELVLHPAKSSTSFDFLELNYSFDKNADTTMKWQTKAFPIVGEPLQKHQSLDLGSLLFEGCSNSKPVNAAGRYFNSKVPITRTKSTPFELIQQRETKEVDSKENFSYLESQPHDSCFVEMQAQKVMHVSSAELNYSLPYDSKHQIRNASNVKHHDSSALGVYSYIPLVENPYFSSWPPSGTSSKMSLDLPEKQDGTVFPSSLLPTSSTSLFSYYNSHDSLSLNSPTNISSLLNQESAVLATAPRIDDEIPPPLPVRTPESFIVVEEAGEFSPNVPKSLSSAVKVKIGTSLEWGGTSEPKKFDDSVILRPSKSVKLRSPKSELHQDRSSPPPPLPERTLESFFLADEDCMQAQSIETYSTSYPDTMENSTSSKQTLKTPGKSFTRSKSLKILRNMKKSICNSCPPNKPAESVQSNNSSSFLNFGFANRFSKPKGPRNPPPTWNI
# S1P2 ag: activates the human S1P2 receptor; O95136; S1P2-expressing cell line, agonist reporter read-out; activation, % at 4.5 µM; 97,000 compounds, 0.46% hits; in the data active means activation above about 16%;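 further: 0% = vehicle low control and 100% = maximal reference agonist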
# S1P2 antag: antagonists of human S1P2 receptor. AID 736. inhibition, % at 5 µM. cell-based S1P2 antagonist assay, inhibition at 5 uM. 97,000 compounds, 0.21% hits. O95136; in the data active means inhibition above about 45%;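 further: CRE beta-lactamase reporter cells expressing human S1P2 stimulated with S1P; 0% = agonist at EC80 alone and 100% = agonist plus reference antagonist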
# FAK inh: inhibitors of human focal adhesion kinase. Q05397. biochemical FAK kinase activity assay. 97,000 compounds, 0.84% hits. AID 727. inhibition, %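 (tested at 7 µM)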; in the data active means inhibition above about 19%;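 further: 0% = DMSO and 100% = reference compound high control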
# LYP inh 2: inhibitors of human LYP (PTPN22) phosphatase | Q9Y2R2 | recombinant LYP catalytic domain, DiFMUP fluorescence | inhibition, % at 2 µM | 96,000 compounds, 0.21% hits;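 active means inhibition at 2 µM at or above a set limit, the screen mean plus 3 SD, cut at about 24% in these data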;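 further: 0% = DMSO with enzyme and 100% = enzyme fully blocked by orthovanadate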
# PostGolgi ctrl: inhibits growth of the yeast control strain. inhibition, % at 10 µM. efflux-deficient yeast background strain, growth absorbance A615, 16 h. 98,000 compounds, 5% hits
# EphB4 antag: antagonists of human EphB4-ephrin-B2 interaction | P54760 | EphB4 LBD / TNYL-RAW-Alexa532 peptide, fluorescence polarization | inhibition, % at 7 µM | 97,000 compounds, 0.15% hits | AID 720;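 active means inhibition above the screen-wide mean inhibition plus 3 SD, cut at about 15% in these data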;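 further: 0% = DMSO wells and 100% = excess unlabeled TNYL-RAW peptide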
# An asterisk follows results filed as active; x = no result given. Unless noted, no stated cut-off is given here; in the data, active means inhibition above about 30%; inactive means the rest. Not a hit list; any-hit rate near 7%.
compound	PostGolgi yeast	Rev-RRE block	LYP act	S1P2 ag	S1P2 antag	FAK inh	LYP inh 2	PostGolgi ctrl	EphB4 antag
Cc1ccccc1C(=O)c1c[nH]c(C(=O)NCc2cccs2)c1	5.5	3.7	20.0	-8.5	6.0	2.1	-25.0	0.0	1.4
CCc1ccc(-c2cc(C(=O)Nn3cnnc3)c3ccccc3n2)cc1	-9.5	-3.0	15.8	0.1	-13.3	-1.6	-16.3	7.4	-1.1
COc1ncnc2c1oc1nc(C(C)C)c3c(c12)CC(C)(C)OC3	0.6	1.9	-7.1	-6.8	-5.3	-0.8	6.9	12.5	-0.8
CN1C2C=C3C(C#N)=C(N)C(C#N)(C#N)[C@@H](c4cccc(F)c4)[C@@H]3C1CC2 (stereo partly drawn)	0.9	10.6	-11.4	-0.2	14.9	4.4	11.3	18.9	5.9
CCOC(=O)c1ccc(CNC(=O)C(Cc2c[nH]c3ccccc23)NC(C)=O)o1 (stereo not drawn)	1.9	1.9	-5.5	-1.5	4.7	-0.2	3.9	4.5	-5.6
COc1ccccc1CNC(=O)c1c(O)c2cc(OC)c(OC)cc2[nH]c1=O	8.6	9.2	-4.3	-3.3	30.2	-3.8	1.8	9.0	2.4
COC(=O)C1=C(C)N(C(C)C)C(=O)C1(NC(C)=O)C(F)(F)F (stereo not drawn)	-6.8	7.8	-10.0	0.1	-35.5	-0.4	7.6	11.4	-3.0
O=S(=O)(c1ccc(N2CCOCC2)cc1)N1CCOCC1	-34.5	5.2	-6.9	-2.9	7.3	3.0	6.1	7.8	7.2
O=C(NC(=S)Nc1ccc2c(c1)OCCO2)c1ccccc1	-3.3	-0.7	12.0	-6.9	-11.5	-1.1	-8.1	5.3	-11.9
N#Cc1ccc2ccn(CC(=O)NCc3ccccc3)c2c1	4.5	-0.1	6.0	-7.8	-21.5	5.3	-2.0	7.3	-0.1
O=C(NC1CCCCC1)c1ccc(Cn2cc(Br)cn2)o1	-6.1	2.5	9.6	-5.7	12.8	-0.7	-10.0	14.0	3.5
COc1ccc(N(C(=O)c2ccco2)S(=O)(=O)c2ccc(F)cc2)cc1	x	2.2	-7.8	-3.0	-5.6	0.8	2.5	x	-2.7
O=C(Oc1ccccc1)c1cccc2cccnc12	1.6	-3.8	11.5	-3.9	2.4	-2.7	-11.9	-7.8	-1.8
COc1ccc(CNC(=O)C2CCCN(c3nccc(C)n3)C2)cc1 (stereo not drawn)	x	6.4	-5.5	-5.7	-7.3	-1.1	8.0	x	0.3
CCOC(=O)/C=C1\SCC(=O)N1CC(O)CN1C(=O)CS/C1=C\C(=O)OCC	4.1	-0.7	-1.3	-10.9	-1.9	-1.5	-0.8	-1.3	-4.4
CNC(=O)CCC(=O)Nc1ccc(C(=O)OC)cc1	1.7	10.0	-4.7	-1.1	16.5	-1.9	2.3	7.9	2.5
C/C(CC(=O)Nc1cc(Cl)ccc1Cl)=N\NC(=O)c1ccco1	-1.0	3.0	-6.3	-4.8	-7.6	-1.9	8.2	3.0	-6.3
CC(C)=C1C2CCC1C1C(=O)N(NC(=O)COc3ccc(Cl)c(C)c3)C(=O)C21 (stereo not drawn)	0.8	12.6	-9.0	-3.1	8.3	-0.6	9.6	11.8	7.2
O=C(O)CC(c1ccccc1)c1ccccc1	4.0	1.9	4.5	-2.1	-0.8	-2.6	-5.5	-1.2	-1.9
O=C(N/N=C/c1cccc(Cl)c1Cl)Nc1ccccc1	-3.5	3.8	-7.7	-3.6	7.8	0.1	7.8	36.2*	-0.7
CCOc1cc2nc(-c3ccc(OC)c(OC)c3)nc(N3CCOCC3)c2cc1OC	4.8	4.1	-5.5	4.3	-39.0	1.0	3.3	17.8	-1.9
N#CCSc1nc2c(c(=O)n1Cc1ccccc1)C1(CCCC1)Cc1ccccc1-2	-4.7	23.3	0.3	-7.7	-9.2	4.3	0.6	9.6	0.8
COCCn1nnnc1C(c1cc2ccc(OC)cc2[nH]c1=O)N1CCc2ccccc2C1 (stereo not drawn)	5.4	10.7	-9.1	-5.7	9.4	10.0	12.1	1.6	3.0
COc1ccc(C(=O)N2CCN(Cc3cc(OC)c(O)c(OC)c3)CC2)cc1OC	-0.7	6.0	3.1	-3.9	-0.6	-2.6	-5.3	3.6	0.2
Cc1c(C(=O)O)sc(=S)n1-c1ccccc1	-1.0	6.4	1.9	-7.1	22.5	4.5	-4.0	-1.0	2.0
O=C(Cn1nnc(-c2ccccc2Cl)n1)NCc1ccc2c(c1)OCO2	-5.3	6.6	-10.7	-3.2	1.0	-1.6	8.4	5.2	-1.0
COc1ccc(NC(=O)c2cccc(NC(=O)c3ccco3)c2)c(OC)c1	10.3	-2.7	1.3	-2.8	-14.0	-5.3	-3.8	8.2	-1.1
CC1CCCC(NC(=O)Cn2cc3c(n2)CCCCC3)C1C (stereo not drawn)	-1.0	-0.6	1.3	-8.1	8.7	0.2	-4.2	-0.9	7.8
O=C1COc2ccc(C(=O)c3ccccc3)cc2CN1	14.0	0.9	-5.4	-5.0	0.7	2.1	7.0	5.2	-0.8
CCCC(=O)Nc1ccccc1N1CCN(C(=O)C(C)C)CC1	1.6	3.8	-3.4	-3.5	6.8	4.4	1.7	8.7	0.4

# Some values from the list.
# CNC(=O)CCC(=O)Nc1ccc(C(=O)OC)cc1 – EphB4 antag = 2.5
# COc1ccccc1CNC(=O)c1c(O)c2cc(OC)c(OC)cc2[nH]c1=O – EphB4 antag = 2.4

# (further entries)
compound	PostGolgi yeast	Rev-RRE block	LYP act	S1P2 ag	S1P2 antag	FAK inh	LYP inh 2	PostGolgi ctrl	EphB4 antag
Cc1ccc(NC(=O)N2CCC(c3nc4c(nnn4Cc4c(F)cccc4Cl)c(=O)[nH]3)CC2)cc1	4.3	10.2	-10.7	-1.4	-6.5	1.3	12.6	8.8	4.6
CCOC(=O)C1CCN(C(=O)c2cccnc2)CC1	9.9	2.2	-5.1	-7.7	8.9	2.2	4.4	-6.3	-6.5
CCCCC(C(=O)NC(=O)NCc1ccccc1)N1C(=O)c2ccccc2C1=O (stereo not drawn)	4.7	6.7	-5.4	-0.9	-15.8	0.9	5.4	8.6	2.6
COc1ccc(CC(=O)Nc2ccc(-c3cn4ccccc4n3)cc2)cc1	-2.4	7.4	2.4	-2.6	13.0	1.4	-1.8	0.0	-2.2
Cc1cccc(NC(=O)c2ccc(N(C)C3CCCCC3)c([N+](=O)[O-])c2)n1	-5.2	14.1	-6.1	-8.1	20.4	-1.0	8.1	16.3	-3.2
OC(Cn1cncn1)(c1ccccc1)c1ccccc1	102.7*	9.5	9.2	-2.5	-3.2	-1.6	-12.2	91.1*	5.2
O=C(CCC(=O)c1cccs1)Nc1ccc(F)c(F)c1F	-3.3	11.0	0.2	-4.8	-4.8	-2.0	2.2	13.8	5.2
COc1ccc(CCN2CC(C#N)=C3c4cc(OC)c(OC)cc4CCN3C2)cc1OC	-0.8	1.7	17.3	24.3*	-37.3	-2.4	-20.7	6.1	2.1
CCC(=O)Nc1cc2c(C)cc(=O)oc2cc1C	-2.5	3.7	2.7	-1.6	-5.7	1.5	-1.1	12.7	2.0
CCOC(=O)c1nn(-c2ccc(C)cc2)c(=O)c2c(N)scc12	x	3.0	8.1	1.1	-10.1	7.9	-7.6	x	2.1
Cn1c(SCc2ccccc2)nnc1-c1ccncc1	17.1	12.3	7.2	-3.8	23.4	5.3	-7.6	10.2	8.8
COc1ccc(C2=CC(c3ccc(OC)c(OC)c3)n3nnnc3N2)c(OC)c1 (stereo not drawn)	-2.2	16.6	-4.0	4.8	-30.5	4.0	1.5	6.0	1.4
COc1ccc(OC)c(C2C(C#N)=C(N)Oc3cc(C)[nH]c(=O)c32)c1 (stereo not drawn)	-1.9	8.7	2.4	-4.1	0.9	-3.0	0.0	1.3	0.5
O=C(NNc1nc2ccccc2nc1C(F)(F)F)c1ccccc1	1.1	-3.4	8.7	-3.4	-7.3	-4.2	-3.9	2.7	3.8
CC(=O)NCC(=O)OCC(=O)c1ccc(C)cc1	5.4	5.7	-5.0	-3.2	-7.8	-1.6	4.1	0.3	-5.1
c1ccc(Cc2nn3c(Cn4cnc5ccccc54)nnc3s2)cc1	-4.2	1.0	-2.2	-6.9	1.5	1.2	2.8	17.1	-7.0
Cc1ccc(S/C=C\C(=O)c2ccccc2)cc1	-6.7	11.8	7.8	-1.9	7.2	-2.1	-7.2	13.5	4.6
CCCn1c2ccccc2c2nnc(SCC(=O)Nc3cc(C)on3)nc21	0.8	14.4	0.7	6.1	-18.2	-4.8	1.0	1.0	5.6
CCCn1c(SCC(=O)Nc2nnc(-c3ccccc3)s2)nnc1-c1ccccn1	-1.9	-2.4	-3.1	-1.9	-4.0	-2.4	2.8	7.9	5.5
CCn1c(COc2ccccc2)nnc1SCC(=O)Nc1cc(OC)ccc1OC	13.0	14.8	1.9	-6.0	7.2	5.7	-1.3	-3.7	8.0
CN(C(=O)COC(=O)COc1ccc(Cl)cc1)C1CCCCC1	2.8	10.9	2.8	-3.3	6.3	-0.3	-4.8	-0.1	-0.8
N#Cc1c2n(c(=S)n(-c3ccccn3)c1=O)CCCCC2	2.1	4.8	-1.6	-2.8	-7.4	1.3	-1.9	-2.1	-14.3
O=C(COC(=O)C1CCN(S(=O)(=O)c2cc([N+](=O)[O-])ccc2Cl)CC1)Nc1ncc(Cl)cc1Cl	11.4	-3.8	1.8	-7.4	36.1	15.4	-0.1	-3.6	-0.8
COCC(C)n1c(C)cc(C(=O)CN2C(=O)NC3(CCCCC3C)C2=O)c1C (stereo not drawn)	9.2	-1.9	0.4	-6.8	13.6	-2.7	-1.7	16.1	0.3
Cc1nc2nc(C)c(CCC(=O)NCCC3=CCCCC3)c(C)n2n1	-1.0	7.9	2.5	-5.8	-0.1	-4.5	-1.9	9.0	12.3
CC(C)Cn1c(-c2csc3ccccc23)n[nH]c1=S	2.4	1.1	-12.3	-5.4	23.7	1.4	15.8	12.2	6.3
Cc1ccc(CNC(=O)C2CCN(S(=O)(=O)c3cccs3)CC2)o1	6.8	3.0	-0.9	-7.9	-2.5	4.6	4.7	-1.7	-1.4
O=C(N/N=C/C=C/c1ccccc1)c1ccc(Br)cc1	6.5	9.9	-9.9	-0.3	-12.1	1.5	9.4	-1.6	-0.3
CC1CCc2nc(NC(=O)CN3CCN(c4ccccc4)CC3)sc2C1 (stereo not drawn)	-6.0	1.3	-0.3	-0.1	0.4	0.9	-1.5	13.9	-0.1
CCOC(=O)N1CCN(C(=O)c2ccc(C#CC3(O)CCCCC3)cc2)CC1	-6.0	-3.8	5.9	-5.0	-13.1	-0.4	-1.9	1.5	-4.9
CC(=O)NC1(C(F)(F)F)C(=O)Nc2c1c(=O)[nH]c(=O)n2Cc1ccco1 (stereo not drawn)	-0.5	6.9	0.9	-6.4	-1.3	0.9	-2.3	3.7	2.1
CCOC(=O)c1cc(CC)sc1NC(=O)C(c1ccccc1)c1ccccc1	13.5	11.1	5.5	-3.1	2.0	-5.4	-3.7	8.0	0.6

# Entries shown so far that contain bromine:
compound	PostGolgi yeast	Rev-RRE block	LYP act	S1P2 ag	S1P2 antag	FAK inh	LYP inh 2	PostGolgi ctrl	EphB4 antag
O=C(NC1CCCCC1)c1ccc(Cn2cc(Br)cn2)o1	-6.1	2.5	9.6	-5.7	12.8	-0.7	-10.0	14.0	3.5
O=C(N/N=C/C=C/c1ccccc1)c1ccc(Br)cc1	6.5	9.9	-9.9	-0.3	-12.1	1.5	9.4	-1.6	-0.3

# Screening results as filed in PubChem BioAssay.
